# Screens: PubChem BioAssay, National Center for Advancing Translational Sciences (NCATS)
# 12-LOX inh = Primary qHTS assay for inhibitors of human arachidonate 12S-lipoxygenase (ALOX12): Round 2; actives 1.1% (n = 580,000); AID 1671190, 2021; Polyunsaturated fatty acid lipoxygenase ALOX12 (Homo sapiens), P18054; Potency, µM (top dose mostly 108 µM), inactives show top-dose activity change, negative = inhibition, hits mostly inhibitors; purified 12hLO, xylenol orange hydroperoxide absorbance; also: potency is read from the fitted curve at half-maximal effect; % is scaled to controls: 0 for no effect and ±100 for the full control effect
#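 Purified human 12hLO (150 nM final) in 25 mM Hepes, 0.01% Triton X-100, pH 7.0 was preincubated 15 min at room temperature with compound. Then 40 uM arachidonic acid was added, 30 min. Hydroperoxide was read by Fe-XO absorbance ratio 573/405 nm.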
# BAZ2B inh = qHTS Assay for Inhibitors of BAZ2B; Potency, µM (highest dose often 114 µM), without a hit: at the highest dose activity change, negative = inhibition, most hits filed as inhibitors; actives 4.4% (n = 360,000); AlphaScreen BAZ2B-H3K14Ac peptide displacement; Bromodomain adjacent to zinc finger domain protein 2B (Homo sapiens), Q9UIF8; also: potency is read from the fitted curve at half-maximal effect; % is scaled to controls: 0 for no effect and ±100 for the full control effect; nearly all actives have a fitted effect of over 60% in size
#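 AlphaScreen displacement: compounds (up to 110uM) incubated 30 min at room temperature with a preformed 50 nM BAZ2B/50 nM biotinylated H3K14Ac peptide complex in PBS pH 7.4 with Tween-20. Donor and acceptor beads at 10 ug/mL final added, 20 min light-protected before reading.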
# ERG-DNA inh = qHTS for Small Molecule Inhibitors of the ERG Ets/DNA interaction; Transcriptional regulator ERG (Homo sapiens), P11308; fluorescence polarization, His-ERG Ets domain / labelled DNA; Potency, µM (highest dose often 76.9 µM), without a hit: at the highest dose FP activity, negative = inhibition, most hits filed as inhibitors; actives 0.028% (n = 370,000); active = well fitted inhibition curve with a large enough effect in the polarisation, with a control signal flat; inconclusive = small, poorly fitted or top-dose-only effect, or effect the other way, or a change in a side signal; inactive = no such curve, though single readings can be large or run the other way; the % refers to the polarisation;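 also: polarization taken with two DNA probes labelled with fluorescein and Texas red; potency is read from the fitted curve at half-maximal effect; % of control where 0% means no effect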
# Target sequence (P11308 whole entry, looked up, the tested form may be a part): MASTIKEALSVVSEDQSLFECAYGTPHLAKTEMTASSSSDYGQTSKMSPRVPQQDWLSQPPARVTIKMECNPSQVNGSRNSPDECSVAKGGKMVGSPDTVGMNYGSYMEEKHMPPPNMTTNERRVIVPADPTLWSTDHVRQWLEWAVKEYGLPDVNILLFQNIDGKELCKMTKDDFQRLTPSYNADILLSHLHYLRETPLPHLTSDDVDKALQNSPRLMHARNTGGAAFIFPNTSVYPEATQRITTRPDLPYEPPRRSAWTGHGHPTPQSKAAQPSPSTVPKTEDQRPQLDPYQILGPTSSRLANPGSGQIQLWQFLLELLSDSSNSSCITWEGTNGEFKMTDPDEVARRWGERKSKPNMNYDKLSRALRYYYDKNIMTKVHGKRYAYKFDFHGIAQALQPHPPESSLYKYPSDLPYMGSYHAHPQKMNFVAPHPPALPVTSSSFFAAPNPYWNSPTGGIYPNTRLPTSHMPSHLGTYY
#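 His-tagged ERG Ets domain (1 uM in the protein solution; 300mM KCl, 50mM Tris-HCl, 1mM EDTA, 1mM DTT, pH 7.5) received compound, then a probe mix of 5 nM fluorescein-DNA and 100nM Texas-615-DNA. Fluorescence polarization was read for both dyes.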
# PI4K2A inh = qHTS for small molecular inhibitors of PI4K2A; AID 1346378, 2018; Phosphatidylinositol 4-kinase type 2-alpha (Homo sapiens), Q9BTU6; actives 0.13% (n = 420,000); activity change, negative = inhibition, % at 76.9 µM; purified PI4K2A, ADP-Glo luminescence, 1 h; hits give low values; in the data active = activity change below about -50%; inconclusive = mostly about -30% to -49%;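 also: -100% = wells without enzyme as full effect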
#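 PI4K2A activity was measured by ADP-Glo luminescence: enzyme (4 ug/mL stock) and phosphatidylinositol (1.2 mM stock) in Tris pH 7.5/MgCl2/EGTA/Triton X-100 buffer were reacted with ATP (300 microM stock) for one hour at ambient temperature.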
# RGS4 inh = Inhibitors of Regulator of G Protein Signaling (RGS) 4: qHTS; Transcreener GDP fluorescence polarization, RGS4-accelerated GTP hydrolysis; Potency, µM (titrated, usually from 114 µM), without a hit: at the top dose activity change, negative = inhibition, usual class: inhibitors; actives 0.039% (n = 390,000); Regulator of G-protein signaling 4 (Homo sapiens), P49798; also: potency is read from the fitted curve at half-maximal effect; % is scaled to controls: 0 for no effect and ±100 for the full control effect; nearly all actives have a fitted effect of over 75% in size; some results filed as inactive show a strong effect at the top dose
# Target sequence (P49798 whole entry, looked up): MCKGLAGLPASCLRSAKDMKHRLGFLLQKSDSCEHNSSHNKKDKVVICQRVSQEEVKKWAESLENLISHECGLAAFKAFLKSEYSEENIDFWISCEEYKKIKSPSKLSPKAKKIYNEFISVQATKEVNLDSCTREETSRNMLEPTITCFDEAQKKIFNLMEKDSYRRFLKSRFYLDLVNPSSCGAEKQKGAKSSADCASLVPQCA
#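 MLSMR compounds (23 nl, pin-transferred) preincubated 10 min at room temperature with a 500nM (2x) first reagent, then RGS4 at 900nM (2x) plus Transcreener GDP mix added; fluorescence polarization (620/688 nm) read before and after 90 min at 30 °C.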
# G9a inh = qHTS Assay for Inhibitors of Histone Lysine Methyltransferase G9a; Histone-lysine N-methyltransferase EHMT2 (Homo sapiens), Q96KQ7; G9a H3K9 monomethylation, AlphaScreen, 2 h; Potency, µM (doses to about 102 µM), without a hit: at the top dose activity, negative = inhibition, most hits filed as inhibitors; actives 8.8% (n = 350,000); AID 504332, 2011; also: potency is read from the fitted curve at half-maximal effect; % is scaled to controls: 0 for no effect and ±100 for the full control effect; nearly all actives have a fitted effect of over 75% in size
#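 Enzyme 20 nM + cpd, 15 min RT; add b-H3K9 pep 500 nM / SAM 20 uM; 2 h RT; anti-H3K9me1 Ab 0.5 ug/mL + SA donor / anti-rabbit acceptor beads 20 ug/mL each, 10 min; AlphaScreen read.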
# HP1b chromo inh = HTS for Inhibitors of HP1-beta Chromodomain Interactions with Methylated Histone Tails | Potency, µM (titrated, usually from 114 µM), inactives show top-dose activity change, negative = inhibition, usual class: inhibitors | actives 0.56% (n = 390,000) | AlphaScreen HP1-beta / biotin-H3K9me3 peptide binding; also: potency is read from the fitted curve at half-maximal effect; nearly all actives have a fitted effect of over 70% in size; inactives centre near 23
# Target sequence (P83916 whole entry, looked up): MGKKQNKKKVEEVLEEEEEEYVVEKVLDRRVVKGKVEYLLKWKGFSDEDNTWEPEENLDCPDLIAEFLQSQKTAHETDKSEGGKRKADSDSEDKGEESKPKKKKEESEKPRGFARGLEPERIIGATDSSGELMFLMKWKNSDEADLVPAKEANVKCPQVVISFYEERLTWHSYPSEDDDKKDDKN
#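 HP1-beta protein (50 nM final) preincubated 30 min at room temperature with biotinylated H3(1-18)K9me3 peptide (50 nM) in PBS pH 7.4, 0.01% Tween-20, then compound added for 30 min. AlphaScreen streptavidin donor/nickel chelate acceptor beads (10 ug/mL final), 30 min dark, luminescence read.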
# GLS inhibitor = qHTS for Inhibitors of Glutaminase (GLS). Glutaminase kidney isoform, mitochondrial (Homo sapiens), O94925. GLS enzymatic activity, qHTS titration. Potency, µM (series often up to 45.5 µM), without a hit: at the highest dose activity change, negative = inhibition, most hits filed as inhibitors. actives 0.21% (n = 410,000). AID 624170, 2012; also: potency is read from the fitted curve at half-maximal effect; % is scaled to controls: 0 for no effect and ±100 for the full control effect
#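 Read-out is an Amplex red fluorescence increase coupled through glutamate oxidase and HRP, measured before and after 30 min room-temperature incubation. hKGA is in 45 mM KH2PO4 (pH 8.2) with 0.02% Tween-20; glutamine added as 1mM solution.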
# JMJD2A Tudor = qHTS Assay for Inhibitors of JMJD2A-Tudor Domain; Lysine-specific demethylase 4A (Homo sapiens), O75164; AlphaScreen JMJD2A-Tudor / H3K4me3 peptide binding; Potency, µM (titrated, usually from 114 µM), for the others: at the highest dose activity change, negative = inhibition, actives largely listed as inhibitors; actives 4.4% (n = 390,000); AID 504339, 2011; also: potency is read from the fitted curve at half-maximal effect; % is scaled to controls: 0 for no effect and ±100 for the full control effect; nearly all actives have a fitted effect of over 50% in size
# Numbers without * were called inactive; ? = inconclusive; . = not tested or not shown; [ ] = dose if it differs, or a comment. Unless noted, calls follow the shape of the dose curve; as a rule, active = well fitted curve in the direction sought with a large enough effect; inconclusive = small, poorly fitted or top-dose-only effect, or another doubt; inactive = no such curve, though single readings can be large; an effect the other way counts as inactive or inconclusive. This is a subset (hit frequency here may not be typical).
SMILES,12-LOX inh,BAZ2B inh,ERG-DNA inh,PI4K2A inh,RGS4 inh,G9a inh,HP1b chromo inh,GLS inhibitor,JMJD2A Tudor
Cc1ccc(C(=O)Nc2cccc(C(=O)N3CCN(C)CC3)c2)cc1,17%,4%,-4%,-3,19%,.,21%,-2%,-2%
COc1ccc(CNC(=O)CSc2ncn[nH]2)cc1,3%,-4%,28%,-8,-29%,2.8µM*,38%,2%,-22%
O=[N+]([O-])/C(=C\Nc1ccc(F)cc1F)S(=O)(=O)c1ccccc1,-7%,-10%,-7%,2,-52%,-8%[0.501 µM],68%[activator],21%,-8%
CCNC(=S)NNC(=O)c1cc(-c2cccc(C)c2)nc2ccccc12,?,-6%,-7%,-26,-20%,?,9%,17%,-19%
CCc1ccc(NC(=O)C(CC)Sc2nc3cc4c(cc3c(=O)n2Cc2ccco2)OCO4)cc1 (stereo unspecified),0%,4%,-3%,3,19%,-12%,5%,4%,-25%
CC1Cc2cc(S(=O)(=O)NCCC(=O)N(C)Cc3ccccc3)ccc2N1C(=O)C1CC1 (stereo unspecified),7%,-10%,4%,-5,-11%,-8%[59 µM],45%[activator],-1%,-10%
CCc1ccccc1N1C(=O)C2C3C=CC(CC3)C2C1=O (stereo unspecified),0%,3%,6%,1,-38%,-45%,65%[activator],0%,7%
CCN(CC)CCNC(=O)c1ccc(-n2c(C)cc3c2CCCC3=O)cc1,-18%,.,5%,0,-1%,-39%,27%,-2%,-21%
CC1=NN(C(C#N)c2ccc(F)cc2)C(C)(C)C1 (stereo unspecified),-20%,7%,3%,4,23%[11.4 µM],8%,57%[activator],-5%,1%
CN1CCN(C(=O)/C(=C\c2cccs2)NC(=O)c2cccs2)CC1,0%,6%,3%,2,-13%,-18%[59 µM],33%,11%,-5%
COc1ccccc1/C(C)=N/NC(=O)c1nnn(-c2nonc2N)c1C(C)C,-10%,-5%,-1%,-6,-69%[56.9 µM],16%,15%,?,20µM*
Cc1ccc(C(C)C)c(OCc2ccc(C(=O)Nc3ccc(S(N)(=O)=O)cc3C)o2)c1,0%,-37%,-3%,2,-36%,?,4%,-14%,?
Cc1ccc(CCNS(=O)(=O)c2ccc3c(c2)CC(C)N3C(=O)C2CCC2)cc1 (stereo unspecified),-7%,4%,3%,3,-29%,1%[59 µM],31%,-7%,-8%
O=C(N/N=C/c1cn(Cc2ccccc2)c2ccccc12)c1cccnc1,10%,-12%,11%,1,-20%,6%[59 µM],25%,7%,-29%
O=C(N/N=C/c1cc(Br)c(O)c(Br)c1)c1cccnc1,23%,1%,-9%,-2,1%,?,5%,-4%,-18%
C1CC(=NN=C2CCSCC2)CCS1,-22%,.,-4%,-8,22%,.,12%,-3%,-6%
COc1ccc(Nc2nc(Cl)nc(Nc3ccc(OC)cc3)n2)cc1,-51%,0%,-3%,-9,8%,2%[59 µM],23%,0%,-10%
C/C=C/c1ccc(OCC(=O)N(CCOC)c2c(N)n(CCCC)c(=O)[nH]c2=O)c(OC)c1,?,-2%,10%,-8,-4%,?,23%,17%,-10%
CCCOc1ccc(N2C(=O)CC(N3CCN(c4nc5ccccc5s4)CC3)C2=O)cc1 (stereo unspecified),90%[activator],28%,-8%,-2,-3%,45µM*,44%,1%,-9%
COc1ccc(CNc2ccc(-c3ccccc3OC)nn2)cc1,0%,5%,1%,8,7%[56.9 µM],-1%[59 µM],33%,2%,-7%[57.1 µM]
COc1ccc2cc(C(c3nnnn3Cc3ccc(F)cc3)N3CCCCCC3)c(=O)[nH]c2c1 (stereo unspecified),?,42%[activator],10%,0,-20%,?,29%,-8%,-26%
Cc1cc(NC(=O)CSc2nnc(COc3cccc(C)c3C)n2C)no1,14%,0%,1%,0,20%,-29%[59 µM],11%,-3%,-4%
COc1ccccc1S(=O)(=O)CC(O)COc1ccccc1Cl (stereo unspecified),3%,-13%,8%,-3,-10%,.,26%,-3%,-10%
CCOC(=O)c1c(C)nn(-c2ccc(NC(=O)CSCC(=O)O)cc2)c1C,-7%,-11%,2%,0,-7%,-1%,19%,-13%,4%
Cc1ccc(SC(C)C(=O)Nc2ccccc2-c2ccccc2)cc1 (stereo unspecified),2%,71%[activator],.,-2,-3%,145%[activator][59 µM],195%[activator],-2%,98%[activator]

# Structural class: those above with a Cl atom (2)
SMILES,12-LOX inh,BAZ2B inh,ERG-DNA inh,PI4K2A inh,RGS4 inh,G9a inh,HP1b chromo inh,GLS inhibitor,JMJD2A Tudor
COc1ccc(Nc2nc(Cl)nc(Nc3ccc(OC)cc3)n2)cc1,-51%,0%,-3%,-9,8%,2%[59 µM],23%,0%,-10%
COc1ccccc1S(=O)(=O)CC(O)COc1ccccc1Cl (stereo unspecified),3%,-13%,8%,-3,-10%,.,26%,-3%,-10%

# Additional records
SMILES,12-LOX inh,BAZ2B inh,ERG-DNA inh,PI4K2A inh,RGS4 inh,G9a inh,HP1b chromo inh,GLS inhibitor,JMJD2A Tudor
COc1ccc(CCNC(=O)COC(=O)c2ccc[nH]c2=O)cc1,?,-5%,-8%,-4,-8%,-42%[59 µM],14%,-1%,32µM*
COc1ccccc1C(=O)NC(=O)COC(=O)c1cccc(NC(C)=O)c1,46%[activator],-14%,-16%,-2,-15%,-6%,21%,3%,-3%
Cn1c(COc2ccccc2)nnc1SCC(=O)NC1CCCC1,3%,6%,-3%,-4,2%,-7%,22%,1%,-7%
COC(=O)NC1CCS(=O)(=O)C1 (stereo unspecified),5%,-6%,-9%,1,29%,12%[59 µM],4%,2%,-14%
S=C1NC2(CCCC2)Nc2ccccc21,?,?,-3%,-1,-34%,11µM*,49%[activator],9%,-13%
COc1ccc(-c2csc3nc(-c4ccccc4F)oc(=O)c23)cc1,?,6%,-9%,6,-17%,-3%,21%,8%,-14%
O=C(CSc1nc2ccccc2c(=O)n1-c1ccccc1)N1CCc2ccccc21,-9%,-1%,0%,-3,-35%,15%,15%,18%,-1%
O=C(COC(=O)c1ccc(S(=O)(=O)N2CCCC2)cc1)Nc1cccnc1Cl,-27%,-9%,4%,-1,-29%,-32%,50%[activator],-3%,-9%
CC1C(C#N)=C(N)OC2=C1C(=O)CC(c1ccccc1)C2 (stereo unspecified),-2%,-19%,5%,1,-5%,21%,34%,-19%,-1%
Cc1c(C)c2c(c(C)c1O)CCC(C)(C(=O)O)O2 (stereo unspecified),?,5%,-2%,5,2%,14µM*,19%,41%[activator],-2%
COc1ccc(/C=C(\NC(=O)c2ccc(OC)c(OC)c2)C(=O)N2CCN(C)CC2)cc1,10%,-3%,-6%,-1,24%,-2%,-8%,0%,-14%
COc1ccc(CN2CCNC(=O)C2CC(=O)NCCc2cnccn2)cc1C (stereo unspecified),-15%,-23%,-15%,3,-27%,79µM*,39%,-7%,-10%
COc1ccc(/C=C/C(=O)NCCSCc2ccco2)cc1OC,58%[activator],?,-5%,1,-13%,?,14%,-1%,-30%
C#CC(C)(CC)NC(=O)Cn1nnc(-c2ccc(OCc3ccccc3F)cc2)n1 (stereo unspecified),-8%,-14%,6%,-5,0%,1%[59 µM],35%,2%,-5%
CCC(C)NC(=O)C1(O)c2cc(Br)ccc2NC(=O)N1c1cccc(OC)c1 (stereo unspecified),-2%,-17%,-12%,2,17%,21%,27%,15%,-6%
Cc1ccc(C2(C)NC(=O)N(CC(=O)N3CCN(C(=O)c4cccs4)CC3)C2=O)cc1 (stereo unspecified),0%,12%,4%,0,-23%,-11%[12.7 µM],40%[activator],0%,-7%
COC(=O)c1ccccc1NC(=O)CNC(=O)c1ccc(OC)cc1,-6%,-1%,7%,2,14%,-8%,29%,-12%,-3%
COc1cc(C(=O)NC(=S)Nc2ccccc2N2CCOCC2)cc(OC)c1OC,.,40µM*,-3%,-3,-33%,14µM*,-10%,41%[activator],?
Cc1ccc(S(=O)(=O)NCCC(=O)N2CCN(c3ccccc3)CC2)cc1C,-3%,.,3%,2,4%,.,8%,33%[activator],-26%
Cc1c(Cl)cccc1NC(=O)c1ccco1,-13%,-29%,4%,-5,12%,12%,18%,-6%,-10%
O=C(O)c1ccc2c(=O)n3cc(C(=O)c4ccccc4O)cc(Cl)c3nc2c1,?,?,19%,-3,12%,?,16%,?,-32%
Cc1cccc(C(=O)NC(C(=O)Nc2cccc(S(=O)(=O)N3CCCC3)c2)C(C)C)c1 (stereo unspecified),-3%,5%,3%,-4,9%,-11%[12.7 µM],17%,-1%,-20%
